# KOR beta-arrestin-1 = KOR agonists, beta-arrestin recruitment, primary screen, cell-based, luminescence, uHTS (AID 1777); activation, % at 10 µM; hits with a dose series show EC50 in µM; KOR beta-arrestin recruitment, luminescence; higher % means a stronger effect; 280,000 compounds, 0.02% hits; in the data active = activation above about 50%, passing the limit was not always enough; note: a part of the inactive calls stands beside numbers as strong as those of hits
# GPR55 beta-arrestin = selective activators of receptor GPR55 – imaging, U2OS cells, beta-arrestin-GFP redistribution, primary screen (AID 1961); one-dose activation, % at 10 µM; EC50 in µM for titrated hits; 290,000 compounds, 0.048% hits; U2OS GPR55 beta-arrestin-GFP redistribution imaging; higher % means a stronger effect;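 active = activation above 40% with more than 50 cells counted in the well; inconclusive = wells holding fewer than 50 cells, flagged as toxic or sparse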;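 note: U2OS osteosarcoma cells stably expressing GPR55 and beta-arrestin-GFP; plate controls were DMSO negative control for no effect and LPI positive control for full effect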
# NOD1 NF-kB reporter = NOD1 signaling inhibitors, primary screen, cell-based, luminescence, uHTS (AID 1578); NOD1-driven NF-kB luciferase reporter cells, luminescence; higher % means a stronger effect; one-dose inhibition, % at 4 µM; EC50 in µM for titrated hits; 290,000 compounds, 1% hits; in the data active = inhibition mostly above about 36%, no sharp cut-off; inactive = mostly below about 34%;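 note: HEK-293T reporter cells stimulated with the NOD1 agonist gamma-tri-DAP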
# GPR55 LPI antagonism = inhibition of LPI-stimulated GPR55 beta-arrestin translocation – imaging, U2OS, beta-arrestin-GFP, LPI agonist, primary screen (AID 2013) | U2OS GPR55 beta-arrestin-GFP translocation imaging, LPI antagonism; higher % means a stronger effect | inhibition, % at 10 µM, or IC50 in µM where a hit was titrated | 290,000 compounds, 0.13% hits;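 active = spots per cell inhibited over 60%, with over 100 cells counted and total cytoplasm intensity under 500,000; inconclusive = wells with under 100 cells, flagged as likely toxic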;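 note: U2OS cells stably carrying GPR55 and arrestin-GFP stimulated by 5 µM LPI near EC80; imaged beta-arrestin-GFP aggregate spots per cell after agonist stimulation; plate controls were LPI-stimulated DMSO wells for no effect and DMSO wells without LPI for full effect; some results filed as inactive read as strong as hits; confirmed hits need IC50 under 10 µM and bright autofluorescent wells are also inconclusive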
# MgcRacGAP inhibition = MgcRacGAP GTPase-activating activity inhibitors, confirmation, biochemical, ADP Hunter fluorescence. 340,000 compounds, 0.6% hits. AID 624330. MgcRacGAP-stimulated Rac1 GTP hydrolysis, ADP Hunter fluorescence; higher % means a stronger effect; GST-tagged Rac1 F28L mutant substrate. one-dose inhibition, % at 30 µM; IC50 in µM for titrated hits;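 active = first-screen hits whose inhibition reached a set limit at any dose in the follow-up dose series; inconclusive = inhibition above the set first-screen limit but never retested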;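 note: fluorescence reports GDP produced by GAP-driven GTP hydrolysis; strong numbers were not always called active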
# NOD2 inhibition = NOD2 signaling inhibitors, cell-based, luminescence, uHTS, HEK293 (AID 1566). inhibition, % at 4 µM; hits with a dose series show EC50 in µM. HEK293 NOD2/NF-kB luciferase reporter, luminescence; higher % means a stronger effect. 290,000 compounds, 0.63% hits; note: many of its hits are not listed in these tables
# HIV peptide binding = inhibitors of HIV fusion peptide binding, primary screen, biochemical, uHTS, fluorescence dequenching (AID 1986). cell-free peptide binding, fluorescence dequenching, 30 min; higher % means a stronger effect. inhibition, % at 20 µM, or IC50 in µM where a hit was titrated. 290,000 compounds, 0.3% hits; in the data active = inhibition mostly above about 52%, no sharp cut-off; inactive = mostly below about 76%; note: some results filed as inactive read as strong as hits
# Large T inhibition = TAg ATPase/helicase activity blockers – biochemical (AID 1903); inhibition, % at 20 µM, or IC50 in µM where a hit was titrated; 310,000 compounds, 0.39% hits; SV40 large T antigen ATPase/helicase inhibition assay; higher % means a stronger effect; in the data active = a potency from the dose series; inconclusive = inhibition mostly from about 32% at the one dose, without a potency; inactive = the rest, 99 in 100 with inhibition below about 32%; note: strong numbers were not always called active
# KOR beta-arrestin-2 = kappa opioid receptor blockers – cell-based, luminescence, uHTS (AID 1778) | one-dose inhibition, % at 10 µM; IC50 in µM for titrated hits | KOR beta-arrestin recruitment, luminescence, antagonist mode; higher % means a stronger effect | 290,000 compounds, 0.091% hits; note: strong numbers were not always called active
# * marks the source's active call; other numbers are inactive results; ? = inconclusive; nt = not tested or not shown; [ ] = another dose, or the depositor's remark. Cut-off read from the data, not from the text of the source, unless noted: active = inhibition above about 50%; inactive = the rest.
# The opening 2 entries (preview)
# Each structure is followed by: NOD2 inhibition	KOR beta-arrestin-2	KOR beta-arrestin-1	MgcRacGAP inhibition	NOD1 NF-kB reporter	HIV peptide binding	Large T inhibition	GPR55 LPI antagonism	GPR55 beta-arrestin
Cc1ccc(CSC2=Nc3ccccc3C3=NC(CC(=O)NCc4ccco4)C(=O)N23)cc1 (stereo not drawn)
 : -41%	-3%	2.0%	7%	-33%	28%	17%	-1%	0.2%
Cc1ccc(-n2c(SCC(=O)N3CC(=O)Nc4ccccc43)nc3ccccc3c2=O)cc1C
 : -2%	-16%	3.6%	2%	-25%	1.4%	7%	-3%	-0.3%

# This part in full, repeating the preview:
# Each structure is followed by: NOD2 inhibition	KOR beta-arrestin-2	KOR beta-arrestin-1	MgcRacGAP inhibition	NOD1 NF-kB reporter	HIV peptide binding	Large T inhibition	GPR55 LPI antagonism	GPR55 beta-arrestin
Cc1ccc(CSC2=Nc3ccccc3C3=NC(CC(=O)NCc4ccco4)C(=O)N23)cc1 (stereo not drawn)
 : -41%	-3%	2.0%	7%	-33%	28%	17%	-1%	0.2%
Cc1ccc(-n2c(SCC(=O)N3CC(=O)Nc4ccccc43)nc3ccccc3c2=O)cc1C
 : -2%	-16%	3.6%	2%	-25%	1.4%	7%	-3%	-0.3%
CC(C)(C)NC(=O)CN(C(=O)CNS(=O)(=O)c1ccccc1)c1ccc2c(c1)OCCO2
 : 5%	19%	-2.7%	-2%	-5%	0.5%	2%	-1%	-0.1%
CC(=O)Nc1ccc(-c2csc(NC(=O)Nc3ccccc3)n2)cc1
 : 37%	-29%	2.7%	13%	15%	-2.2%	8%	20%	0.0%
COC(=O)CC1C(=O)NCCN1C(=S)Nc1ccccc1Cl (stereo not drawn)
 : 9%	-6%[20 µM]	-7.9%	-80%	-27%	0.2%	5%	-11%	0.2%
COc1ccc(CCNC(=O)CSc2nc(N)c3c(C)c(C)oc3n2)cc1OC
 : 11%	-18%	-4.7%	11%	-5%	-2.1%	2%	-4%	-0.4%
Cc1cc(NC(=O)CSc2nccn2-c2cccc(C)c2C)no1
 : 5%	-19%	-2.2%	11%	-27%	1.0%	-1%	-4%	0.6%
Cc1cccc(C(=O)N2CCc3cc(-c4csc(NC(=O)CN5CCCC5)n4)ccc32)c1
 : 26%	-18%	-6.6%	-1%	-8%	-1.8%	3%	0%	0.2%
CC(C)(CO)NC(=S)NCc1ccco1
 : 2%	6%	0.1%	nt	2%	13%	25%	-6%	0.5%
CCOC(=O)c1sc(=NC(=O)c2ccc(C)c(C)c2)n(C)c1C
 : -62%	-2%	-4.4%	-1%	-30%	-1.0%	-18%	14%	0.9%
CC(=O)/C(C#N)=C1\NC(=O)C(Cc2ccc(C)c(C)c2)S1 (stereo not drawn)
 : -32%	-8%	3.5%	7%	23%	1.2%	4%	1%	-0.1%
CNC(=O)CSc1nc2c(c(=O)n(C)c(=O)n2C)n1Cc1ccc(C)cc1
 : 15%	3%	1.4%	3%	-23%	1.6%	-1%	5%	-0.2%
N=c1sccn1CC(=O)Nc1cccc2ccccc12
 : 12%	12%	2.9%	12%	8%	-3.2%	24%	20%	-0.1%
Cc1ccc(N2C(=O)CC(N3CCN/C3=C3\CC/C(=C\c4ccccc4)C3=O)C2=O)cc1 (stereo not drawn)
 : 0%	-36%	10%	-2%	-5%	13%	2%	-13%	-0.3%
Cc1nn(Cc2ccccc2)c2c1C(c1cccnc1)C(C#N)=C(N)O2 (stereo not drawn)
 : 13%	-7%	1.1%	10%	29%	-3.0%	-13%	-4%	0.3%

# Exported as labelled records: part of the list above
canonical_smiles: CC(=O)Nc1ccc(-c2csc(NC(=O)Nc3ccccc3)n2)cc1
  NOD2 inhibition: 37%
  KOR beta-arrestin-2: -29%
  KOR beta-arrestin-1: 2.7%
  MgcRacGAP inhibition: 13%
  NOD1 NF-kB reporter: 15%
  HIV peptide binding: -2.2%
  Large T inhibition: 8%
  GPR55 LPI antagonism: 20%
  GPR55 beta-arrestin: 0.0%
canonical_smiles: COC(=O)CC1C(=O)NCCN1C(=S)Nc1ccccc1Cl (stereo not drawn)
  NOD2 inhibition: 9%
  KOR beta-arrestin-2: -6%[20 µM]
  KOR beta-arrestin-1: -7.9%
  MgcRacGAP inhibition: -80%
  NOD1 NF-kB reporter: -27%
  HIV peptide binding: 0.2%
  Large T inhibition: 5%
  GPR55 LPI antagonism: -11%
  GPR55 beta-arrestin: 0.2%

# The listing continues.
# Each structure is followed by: NOD2 inhibition	KOR beta-arrestin-2	KOR beta-arrestin-1	MgcRacGAP inhibition	NOD1 NF-kB reporter	HIV peptide binding	Large T inhibition	GPR55 LPI antagonism	GPR55 beta-arrestin
O=C(CN1CCOCC1)Nc1ccc2c(c1)OC(F)(F)O2
 : 0%	11%	-8.4%	2%	-24%	1.2%	14%	8%	-0.4%
Cc1cc(OCC(=O)NCc2ccncc2)ccc1Cl
 : 9%	-4%[20 µM]	-7.1%	6%	-10%	-1.2%	19%	14%	0.1%
O=C(Nc1nnc(-c2ccc(F)cc2)o1)c1ccco1
 : 0%	32%	-1.9%	0%	-4%	-1.5%	nt	10%	-0.1%
Cc1cc(/C=N/Nc2ccc([N+](=O)[O-])cn2)c(C)n1-c1ccccc1
 : 8%	16%	3.3%	22%	-31%	3.4%	4%	13%	0.0%
O=C(Nc1ccc(-c2nnc(-c3ccco3)o2)cc1)C(c1ccccc1)c1ccccc1
 : -1%	4%	-0.3%	10%	-58%	-1.2%	11%	10%	-0.1%
CC1=C/C(=N\Nc2ccccc2[N+](=O)[O-])CC(C)(C)C1
 : -10%	33%	-5.2%	5%	-21%	-5.1%	-2%	9%	-0.4%
Cc1onc(-c2ccccc2)c1C(=O)Nc1ccc2c(C)cc(=O)oc2c1
 : 2%	-8%	-6.5%	10%	15%	-0.7%	0%	-5%	-0.1%
O=S(=O)(c1cccc(-c2nnc(SCc3ccc(Cl)cc3)o2)c1)N1CCCCC1
 : -12%	-29%	0.9%	4%	5%	4.0%	4%	2%	-0.3%
CN(CC(=O)Nc1ccc(S(N)(=O)=O)cc1)c1ccccc1
 : 5%	-4%	0.1%	4%	9%	-1.0%	9%	-2%	-0.1%
Cc1ccccc1NC(=O)CN1C(=O)CSc2ccc(S(=O)(=O)N3CCCC3)cc21
 : 15%	-8%	7.3%	2%	-14%	-0.4%	4%	12%	-0.2%
COc1cc(/C=C2\SC(=Nc3ccccc3)NC2=O)cc(Cl)c1O
 : -206%	-1%	-3.7%	56µM*	2%	90%*	30%	4%	-0.1%
CCn1c(CC(=O)Nc2ccccc2F)nnc1SCC(=O)N1CCOCC1
 : 11%	-17%	-3.2%	8%	-32%	1.2%	12%	-1%	0.2%
Cc1cc(C)c(S(=O)(=O)N2CCCOC2CNC(=O)C(=O)NCCCn2ccnc2)c(C)c1 (stereo not drawn)
 : 8%	2%	2.9%	3%	-18%	-1.8%	10%	13%	0.1%
CCOC(=O)N1CCC(NC(=O)c2ccc3nc4ccccc4c(=O)n3c2)CC1
 : -1%	-1%	27%	nt	-33%	-1.8%	0%	18%	-0.1%
CCSc1nc(=S)n(-c2ccccc2)c(C)c1C(C)=O
 : 8%	-21%	-0.2%	8%	7%	5.0%	5%	-10%	0.0%

# Continued:
# Each structure is followed by: NOD2 inhibition	KOR beta-arrestin-2	KOR beta-arrestin-1	MgcRacGAP inhibition	NOD1 NF-kB reporter	HIV peptide binding	Large T inhibition	GPR55 LPI antagonism	GPR55 beta-arrestin
S=C(NCCc1ccccc1)NN=C1CCCCCC1
 : -81%	-13%[20 µM]	-1.7%	-2%	-31%	-1.8%	8%	1%	-0.1%
Cc1ccc(S(=O)(=O)N2CCCC(CCC(=O)NCc3ccccc3F)C2)s1 (stereo not drawn)
 : 3%	-13%	5.5%	9%	-8%	0.7%	-2%	2%	0.2%
O=C(CSc1ccc2nnc(CCNC(=O)c3ccccc3)n2n1)NC1CCCC1
 : 9%	-17%	2.4%	8%	-32%	0.2%	-4%	0%	-0.2%
Nn1c(SCC(=O)N2CCOCC2)nnc1C1CC1
 : 11%	-14%	-3.6%	14%	-32%	1.0%	16%	2%	-0.3%
O=C(COC(=O)c1ccccn1)Nc1cccc(Cl)c1Cl
 : 0%	-8%	-1.5%	4%	-20%	-2.3%	7%	0%	-0.1%
CCOC(=O)c1[nH]c2c(c1C)C(=O)CC(c1ccc(N(C)C)cc1)C2 (stereo not drawn)
 : -11%	-6%	-0.9%	8%	-22%	-0.3%	12%	9%	-0.3%
CCOC(=O)N1CCN(C(=O)c2ccc(Cn3c(=S)[nH]c4cc(C(=O)OC)ccc4c3=O)cc2)CC1
 : 25%	-24%	4.8%	1%	-11%	1.5%	7%	1%	-0.1%
COc1ccc(C2CC(=O)Nc3n[nH]c(-c4ccccc4)c32)cc1OC (stereo not drawn)
 : 11%	13%	-5.0%	-6%	-26%	0.7%	14%	6%	0.3%
O=C(NNc1nc2c(F)cccc2s1)c1ccccc1
 : 17%	2%	-0.8%	3%	-37%	-1.2%	22%	7%	-0.6%
O=S(=O)(/C=C/c1cccc(Br)c1)N1CCOCC1
 : 0%	1%	-4.3%	3%	-14%	-0.1%	15%	22%	0.3%
CCOC(=O)c1cccc(S(=O)(=O)N2CCCC2)c1
 : -10%	-32%	0.0%	9%	-30%	0.5%	-6%	-9%	0.3%
O=C(COc1ccccc1Cl)Nn1cnnc1
 : 8%	6%	-6.6%	11%	7%	1.5%	?	-2%	-0.3%
CCN(CC)CC(=O)Nc1sc(C)cc1C(=O)c1ccccc1
 : 11%	-7%	-5.8%	4%	-10%	-2.2%	12%	5%	0.0%
O=C(c1ccc2c(c1)OCCO2)C1CCN(C(=O)c2ccc(F)c(F)c2)CC1
 : -5%	-25%	1.9%	9%	-12%	0.8%	10%	-2%	-1.0%
CN(Cc1c(C(=O)N/N=C/c2ccccc2)nnn1-c1nonc1N)C1CCCCC1
 : 12%	19%	0.0%	-37%	-14%	3.1%	15%	12%	-0.2%

# Other structures follow.
# Each structure is followed by: NOD2 inhibition	KOR beta-arrestin-2	KOR beta-arrestin-1	MgcRacGAP inhibition	NOD1 NF-kB reporter	HIV peptide binding	Large T inhibition	GPR55 LPI antagonism	GPR55 beta-arrestin
O=C(NCc1cccs1)c1cccnc1SCCS(=O)(=O)c1ccc(C(F)(F)F)cn1
 : 1%	6%	-0.2%	nt	-5%	-1.8%	7%	10%	0.2%
Cc1nnc(SCC(=O)N2CCN(Cc3ccccc3)CC2)s1
 : -6%	-4%	-2.1%	6%	-24%	1.8%	4%	6%	-0.1%
O=C(NC1=NCCS1)c1ccccc1OCc1ccccc1Cl
 : 8%	-3%	-0.6%	4%	-11%	-2.2%	9%	-1%	-0.4%
COc1ccc(CN=CC2=C(O)CNC2=O)cc1OC
 : 7%	4%	-0.9%	2%	1%	12%	7%	8%	-0.2%

# Bioassay records from PubChem.

# Some of the compounds tested. The share of hits here may be higher or lower than overall.
